From PubChem
MC4R barr agon – MC4R agonists recruiting beta-arrestin, primary screen, cell-based, luminescence, agonist arm of biased-ligand search. Melanocortin receptor 4 (Homo sapiens), P32245. U2OS MC4R beta-arrestin complementation; percent of melanotan II response, DMSO zero. activation, % at 8.9 µM. 0.98% of 360,000 active. AID 540308, 2011;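 active means activation above a per-plate cutoff, the mean activation of sample wells on that plate plus 3 SD, cut at about 8% in these data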
Target sequence (P32245 whole entry, looked up): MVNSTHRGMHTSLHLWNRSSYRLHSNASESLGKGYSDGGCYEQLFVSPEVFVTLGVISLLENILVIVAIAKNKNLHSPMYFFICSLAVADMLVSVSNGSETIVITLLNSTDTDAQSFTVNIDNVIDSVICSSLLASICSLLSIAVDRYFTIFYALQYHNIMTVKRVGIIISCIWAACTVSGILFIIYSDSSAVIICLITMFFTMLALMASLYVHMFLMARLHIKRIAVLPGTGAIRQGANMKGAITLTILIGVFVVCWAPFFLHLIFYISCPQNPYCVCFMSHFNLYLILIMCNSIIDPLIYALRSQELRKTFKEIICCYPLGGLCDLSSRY
N-glyco inh – increase of ERlucT glycosylation luciferase signal, primary screen, N-linked glycosylation inhibitor project, D54 ERlucT cells, luminescence, set 2 | AID 588692, 2011 | reporter increase, % at 12.5 µM | 0.23% of 360,000 active | D54 ERlucT glycosylation luciferase reporter, 24 h; percent of 100 nM tunicamycin response;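 active means mean luciferase reporter signal, scaled so untreated is 0 and the glycosylation-blocking control 100, at or above a set limit in every replicate; inconclusive means mean reaches the limit but not every replicate does; inactive means mean below the limit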;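 further: luciferase carries N-glycosylation sites so blocking glycosylation raises the light; 0% = median of neutral control wells and 100% = median of 100 nM tunicamycin wells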
CaV13 FRET inh – Primary screen for inhibitors of IQ motif and Ca2+-dependent inactivation inhibitor domain binding in CACNA1D, Förster resonance energy transfer in living cells, …; HEK cells, CFP/YFP FRET ICDI-IQ, plate reader, 10 min; percent FRET-ratio fall versus neutral wells; inhibition, % at 12.3 µM; 0.098% of 340,000 active;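 active means mean replicate inhibition of at least 30% and at least 1% of replicates passing that level; inconclusive means only one of the two criteria is met; inactive means neither criterion is met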;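 further: 0% = median of the neutral control wells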
PDI turbidity – inhibitors of human PDI, primary screen, biochemical, turbidity, single point, plate reader; PDI insulin aggregation turbidity, A650, 90 min; AID 588391, 2011; 0.052% of 350,000 active; Protein disulfide-isomerase (Homo sapiens), P07237; inhibition, % at 10 µM;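 active means mean inhibition across replicates of 30% or more, whatever share of single replicates reach that level; inconclusive means mean inhibition below 30% while every single replicate reaches 30%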;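 further: absorbance from insulin aggregation driven by PDI reduction with DTT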
ABCB6 inh MLPCN – ABCB6 transporter inhibitors, primary screen, K562-ABCB6 cells, flow cytometry, MLPCN library | K562-ABCB6 porphyrin accumulation, 1 h; active compounds read low | fluorescence ratio to DMSO, % at 10 µM | 0.19% of 360,000 active;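 active means fluorescence ratio to DMSO below 75%, the collection mean minus 3 SD; inconclusive means too few cells collected in the well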;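 further: signal is porphyrin accumulated inside mitochondria; 100% equals median channel fluorescence of DMSO control wells; lower ratio means ABCB6 inhibition with less porphyrin fluorescence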
MC4R antagonist – MC4R antagonists of cAMP signaling, primary screen, cell-based, TR-FRET, antagonist arm of biased-ligand search. Melanocortin receptor 4 (Homo sapiens), P32245. MC4R-expressing cells, MTII-stimulated cAMP, LANCE TR-FRET. inhibition, % at 6.5 µM. 0.48% of 360,000 active. AID 540295, 2011;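 active means inhibition above its plate's cutoff, the mean of tested wells on that plate plus 3 SD, cut at about 29% in these data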;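 further: 0% = Melanotan II alone and 100% = Melanotan II plus saturating MCL0020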
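System – human MC4R-expressing U2OS cells · Also added – Melanotan II · Dosing – one concentration, 6.5 µM nominal · Timing – 30-min compound, 1-h challenge, 1-h detection, room temperature · Measured by – Eu-cAMP/anti-cAMP TR-FRET, emission 671 nm · Replicates – singlicate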
Vif imaging – HIV Vif self-association inhibitors, primary screen, imaging, HEK293T, single point; HEK293T cells, Vif self-association by quenched fluorescence, 24 h; inhibition, % at 7.49 µM; 0.35% of 340,000 active; AID 602346, 2012; in the data active means inhibition above about 50%, passing the limit was not always enough; inconclusive means no clear call, values can overlap the other calls; inactive means below about 31%; further: some results filed as inactive read as strong as hits
Cardio protect – cardioprotection against H2O2-induced cell death, primary screen, uHTS, H9c2 cells, ATPLite luminescence | H9c2 cardiomyocytes, H2O2 injury protection, 2 h | protection from H2O2 cell death, % at 20 µM | 0.63% of 360,000 active | AID 588492, 2011;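 active means compounds giving at least 50% protection of heart cells from peroxide-induced death in the single-dose screen, raw or plate-pattern-corrected value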;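 further: 0% = DMSO wells with peroxide and 100% = DMSO wells without peroxide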
aDG glyco act – activators of alpha-DG glycosylation, primary screen, uHTS, Pro5-aDG cells, AlphaScreen | 0.22% of 360,000 active | activation, % at 10 µM | alpha-DG glycosylation AlphaScreen (IIH6); 0% Pro5, 100% B10-LARGE cell signal | AID 624168, 2012;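 active means activation of at least 8% versus controls, or a plate z-score of at least 8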;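 further: Pro5 are CHO cells carrying HIG-tagged alpha-DG that lacks glycosylation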
HTR2A ag – mouse Htr2a agonists via beta-arrestin recruitment, primary screen, cell-based, luminescence; 0.66% of 360,000 active; 5-hydroxytryptamine receptor 2A (Mus musculus), P35363; CHO-K1 mHTR2A beta-arrestin complementation; percent of 30 µM serotonin response; activation, % at 7.6 µM;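 active means activation above a run cutoff, the mean activation of all tested compounds plus 3 SD, cut at about 14% in these data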;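 further: 0% = plate median of compound wells and 100% = 30 µM serotonin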
Target sequence (P35363 whole entry, looked up): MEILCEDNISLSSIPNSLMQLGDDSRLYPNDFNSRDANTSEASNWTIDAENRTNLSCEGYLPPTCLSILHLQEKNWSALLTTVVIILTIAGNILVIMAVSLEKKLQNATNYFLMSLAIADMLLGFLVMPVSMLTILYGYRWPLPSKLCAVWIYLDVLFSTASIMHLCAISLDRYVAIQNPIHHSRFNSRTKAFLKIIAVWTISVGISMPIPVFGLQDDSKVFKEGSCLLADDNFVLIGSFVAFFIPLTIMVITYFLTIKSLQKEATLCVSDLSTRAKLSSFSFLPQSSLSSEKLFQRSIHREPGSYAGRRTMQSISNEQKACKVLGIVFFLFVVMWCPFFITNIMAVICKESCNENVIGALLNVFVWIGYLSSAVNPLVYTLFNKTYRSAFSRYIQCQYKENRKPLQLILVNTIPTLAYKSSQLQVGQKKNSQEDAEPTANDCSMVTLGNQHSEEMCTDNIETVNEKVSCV
The depositor's hits bear a star; ? = inconclusive; nt = no result given.

Results follow in this order: MC4R barr agon, N-glyco inh, CaV13 FRET inh, PDI turbidity, ABCB6 inh MLPCN, MC4R antagonist, Vif imaging, Cardio protect, aDG glyco act, HTR2A ag
- COc1ccc(C(=O)Nc2ccccc2C(=O)N2CCN(c3ccccc3)CC2)cc1
    -2.3, -1, -5, 4, 98, 16, 3, -4, -0.1, 3
- O=C(C[n+]1ccccc1)N/N=C/c1ccc(O)cc1
    -1.8, 1, ?, -1, 98, 6, 2, 1, 0.1, 1
- Cc1cc(NC(=O)CSCC(=O)Nc2cc(C(F)(F)F)ccc2N2CCCCC2)no1
    -1.4, 0, -5, 4, 97, 2, 1, -5, 0.8, 1
- Cc1cc(C)c(C(=O)NC2CCCc3c2cnn3-c2cccc(C)c2C)o1 (configuration not stated)
    -1.3, -13, -6, 13, 96, -3, -6, -4, 0.1, 1
- CC(C)C(C)(C#N)NC(=O)CSc1nc2scc(-c3ccco3)c2c(=O)n1-c1ccccc1 (configuration not stated)
    -1.5, -4, -5, 1, 91, 22, 1, 16, -0.5, 0
- CC(C)CC(NC(=O)OC(C)(C)C)C(=O)NCc1ccccc1 (configuration not stated)
    -0.7, 1, nt, 3, 95, 2, -1, -1, -0.1, -1
- CSc1nc(-c2ccccc2)c2cc(Cl)ccc2n1
    0.5, 1, 7, 0, 98, 11, -3, -5, -0.1, 2
- CCCC(=O)N1CCN(c2nc(CC(C)C)c3c(c2C#N)CCC3)CC1
    3.4, 0, nt, -5, 92, 14, -5, -3, 0.3, 0
- CCCCC(=O)Nc1ccc(C(=O)Nc2ccc(S(=O)(=O)Nc3nccc(C)n3)cc2)cc1
    -1.9, 6, -4, -1, 101, 15, -1, 2, -0.1, 3
- Cc1ccc(Nc2nc(C)cc(C)c2C(N)=O)c(C)c1
    -0.9, 1, -6, -2, 84, 4, 10, 3, 0.1, 0
- CC(=O)N1C(=O)C2(C(C#N)=C(N)Oc3n[nH]c(-c4ccccn4)c32)c2ccccc21 (configuration not stated)
    1.5, 3, -5, 8, 87, 1, 12, 6, 0.8, -4
- CCC(C)NC(=O)CNC(=O)Cn1c(C)cc2ccccc2c1=O (configuration not stated)
    -1.6, -1, -5, -6, 94, 1, -11, -2, -0.2, 2
- COC(=O)[C@]12C(=O)NC[C@H](CN1c1ccc(C(F)(F)F)cc1)N2C
    -1.2, 2, -4, 2, 99, -2, -3, 4, 0.3, 2
- O=C(CSCc1ccc(Cl)cc1)Nc1ccc(-c2nnc(-c3ccccc3)o2)cc1
    9.9*, -4, -6, -25, 98, -2, -7, -5, -0.3, 3
- OCC(O)C(O)CC1SCCS1 (configuration not stated)
    -0.8, 2, -2, -6, 99, 10, 2, 7, 0.0, -4
- COc1ccc(N(C)C(=O)CCS(=O)(=O)c2cccc3nonc23)c(OC)c1
    -1.7, 1, -4, 7, 98, -3, 0, 3, -0.1, -3
- CC(C)CC1C(=O)N(Cc2cn(CCC3OCCCO3)nn2)CCS(=O)(=O)N1Cc1ccc(-c2cccc(CO)c2)cc1 (configuration not stated)
    -0.9, 4, -6, 7, 98, 9, -3, 12, 0.0, 0
- CC(CC(=O)Nc1ccccc1)NCCCN1CCCC1=O (configuration not stated)
    3.5, 1, -17, 4, 96, 4, 6, 2, 1.4, 12
- CCOC(=O)Cc1csc(/N=C/c2c(O)n(-c3ccc(C)c(C)c3)c(=O)c3ccccc23)n1
    -1.5, 71*, -24, -18, 95, 3, 3, 1, -0.4, 4
- COc1cc(N)c(Cl)cc1C(=O)OCC(=O)Nc1cccnc1Cl
    -4.2, 0, -6, -1, 99, 6, -3, 8, 0.0, -5

(continued)
Results follow in this order: MC4R barr agon, N-glyco inh, CaV13 FRET inh, PDI turbidity, ABCB6 inh MLPCN, MC4R antagonist, Vif imaging, Cardio protect, aDG glyco act, HTR2A ag
- Cc1cc(C)nc(Nc2ncc(O)n2-c2ccc(C)c(Cl)c2)n1
    -0.1, 3, -5, 0, 95, 3, 30, -6, 0.2, -1
- COCC1CCN(C(=O)CCc2nnc(CCCCc3ccccc3)o2)CC1
    -2.0, -1, -3, 9, 97, -2, 15, -1, 0.0, -3
- CN(Cc1ccccc1)C(=O)C1CCCN1S(=O)(=O)c1ccc(Cl)cc1 (configuration not stated)
    0.9, -2, -6, 1, 106, 17, 13, 7, 0.0, -2
- CCOC(=O)CSc1nnc(CSc2nc(C)cc(C)n2)n1Cc1ccco1
    -1.7, 1, -3, -5, 101, -17, nt, 8, 0.2, 0
- O=c1oc(C2(O)CCCCC2)cc2ccc(Br)cc12
    0.2, 2, -10, 0, 100, -2, 3, 0, -0.2, 5
- CN1CCCC1CCNc1ccc2c(=O)c3ccccc3oc2c1 (configuration not stated)
    -0.5, 9, -6, -2, 97, 16, 2, 4, 0.2, 0
- COc1ccc(N(CC(=O)NN=C2CCN(C)CC2)S(=O)(=O)c2ccc(NC(C)=O)cc2)cc1
    -1.7, -2, -8, -2, 98, 8, -14, -7, -0.1, 2
- COCC(=O)n1cc(C(=O)OC)c2ccccc21
    -1.7, 2, 0, -2, 93, 2, 2, 0, 0.2, 0
- Cc1ccc(OCC(=O)N(Cc2ccccc2)c2c(N)n(Cc3ccccc3)c(=O)[nH]c2=O)c(C)c1
    -1.8, 0, -7, 4, 101, 9, 3, 11, 0.4, 0
- O=S(=O)(NN1CCOCC1)c1ccc(Br)cc1
    -1.8, 1, -5, -1, 103, 2, -5, 7, -0.4, -5
- O=C(CN1CCOCC1)Nc1cc(Cl)ccc1Cl
    -1.8, -2, -4, 3, 96, 10, 7, -4, 0.0, 0
- CCCCNC(=O)C1(C)CCCCN1Cc1ccc2ccccc2c1 (configuration not stated)
    1.7, -1, -5, -7, 103, 10, 0, -8, -0.2, -4
- Cc1ccccc1C(=O)NCC(=O)OC(C)C(=O)Nc1cccc(S(=O)(=O)N2CCOCC2)c1 (configuration not stated)
    0.6, 2, -6, 5, 102, 14, 3, 12, -0.1, 2
- COc1ccc(CNC(=O)c2ccc3nccnc3c2)cc1
    0.9, -1, nt, 2, 105, 4, -4, -3, -0.2, 4
- CC1C(=O)N2CCCc3cc(NC(=O)COc4ccc(Cl)cc4)cc1c32 (configuration not stated)
    -1.5, 1, -15, 22, 97, -1, -8, -2, 0.0, -4
- O=C(c1ccccn1)N1CCN(S(=O)(=O)c2ccc(F)cc2)CC1
    -2.2, 2, -1, -10, 95, -7, 3, 0, -0.1, 3
- NC(=NCc1ccccc1)c1cccc([N+](=O)[O-])c1
    -1.2, 3, -5, 0, 98, -5, -2, 1, 0.1, -3
- Cn1c(=O)c2c([nH]c(=O)n2C)n(Cc2ccccc2)c1=O
    1.1, 1, -2, -1, 101, 2, -5, 1, -0.1, 1
- COc1ccc(C(=O)NCc2nnc(SC)n2Cc2ccccc2)cc1
    1.4, 1, -2, 10, 95, -3, -2, -1, -0.2, 10
- CN1CCN(Cc2cc(COCc3ccccc3)c3cccnc3c2O)CC1
    -0.7, -8, nt, 13, 92, 4, 0, 29, -0.4, -7

Following part.
Results follow in this order: MC4R barr agon, N-glyco inh, CaV13 FRET inh, PDI turbidity, ABCB6 inh MLPCN, MC4R antagonist, Vif imaging, Cardio protect, aDG glyco act, HTR2A ag
- O=C(CCN1C(=O)c2ccccc2C1=O)C1=NN[C@@H]2C(=O)N(c3cccc(Cl)c3)C(=O)[C@H]12
    -1.0, 1, -3, 0, 99, 17, 1, -1, -0.1, 3
- COc1ccc(-c2nnc(SCC(=O)N3CCCC3)o2)c(OC)c1
    -2.4, 0, -3, -7, 94, 1, -1, 1, -0.1, 6
- CCOc1ccc(CCNC(=O)c2cc(-c3ccccc3)c(N3CCOCC3)s2)cc1
    0.2, 13, -2, nt, 97, 18, -9, 1, -0.1, 0
- COC(C(=O)Nc1ccnn1C1CCN(Cc2nccs2)CC1)c1ccccc1 (configuration not stated)
    -1.8, 0, -6, -4, 95, 14, -1, -4, -0.6, -10
- O=C(Nc1cc(S(=O)(=O)N2CCOCC2)ccc1N1CCCC1)c1ccccc1F
    -2.8, 0, -6, -4, 101, 2, -2, 5, -0.4, 3
- Fc1ccc(-n2c(Cn3nnc4ccccc43)n[nH]c2=S)cc1
    -1.2, 2, 0, 3, 96, -3, -7, 10, 0.5, 2
- COc1cc(C)ccc1S(=O)(=O)n1nc(C)cc1C
    0.2, 0, 6, 8, 96, 8, -9, -5, -0.5, -1
- Cc1ccccc1-n1c(SCC(=O)N2CCCCC2)nc(O)cc1=O
    -0.5, -1, nt, 6, 93, 4, 8, -3, -0.3, 4
- Cc1ccc(S(=O)(=O)N(C)CC(=O)OCC(=O)N2CCN(c3ccccc3)CC2)cc1
    -0.9, 3, -2, -2, 104, 33*, 0, -3, -0.4, -1
- CC(C)c1cc(-c2cc(-c3ccc(Cl)cc3)on2)nc(NC2CCCC2)n1
    0.2, -2, -9, -7, 96, 5, 6, -7, 5.7*, 1
- C/C(=N\NC(=O)Cn1c(C)nc2ccccc21)c1cccs1
    1.2, -2, -10, 1, 95, 0, -13, -8, 1.4, -3
- C/C(=C\C(=O)c1ccc(Cl)cc1)Nc1ccc(N2CCOCC2)cc1
    -0.4, 6, -6, 3, 94, 7, -3, -4, 0.4, -2

Single records, as listed above. Values in the order: MC4R barr agon	N-glyco inh	CaV13 FRET inh	PDI turbidity	ABCB6 inh MLPCN	MC4R antagonist	Vif imaging	Cardio protect	aDG glyco act	HTR2A ag
Record of O=C(CCN1C(=O)c2ccccc2C1=O)C1=NN[C@@H]2C(=O)N(c3cccc(Cl)c3)C(=O)[C@H]12 : -1.0	1	-3	0	99	17	1	-1	-0.1	3
Record of COC(C(=O)Nc1ccnn1C1CCN(Cc2nccs2)CC1)c1ccccc1 (configuration not stated) : -1.8	0	-6	-4	95	14	-1	-4	-0.6	-10
